Screening results deposited in PubChem BioAssay by several laboratories.
TNAP activators: human TNAP enzyme activators, primary screen, biochemical, luminescent, no phosphate acceptor, uHTS (AID 1001); purified TNAP, luminescent activation assay, no phosphate acceptor; higher activation fold means a stronger effect; one-dose activation fold at 20 µM; EC50 in µM for titrated hits; actives 0.03% (n = 200,000); in the data active = activation fold from about 3, or a potency from the dose series; inactive = the rest, 99 in 100 with activation fold below about 1.6; note: many of its hits are not listed in these tables
Ins promoter up: MIN6 insulin promoter up-regulation. MIN6 insulin promoter-GFP reporter, high-content imaging; stronger effect = higher value. z-score at 5 µM. actives 0.3% (n = 190,000);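 active = z-score above 3 at 5 µM with at least 500 cells counted in the well; inconclusive = wells under 500 cells, flagged as cytotoxic or low count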
PMI inhibitors: inhibitors of human PMI, primary screen, biochemical, fluorescence intensity, coupled assay (AID 1209) | one-dose inhibition, % at 20 µM; IC50 in µM for titrated hits | actives 0.42% (n = 190,000) | purified PMI enzyme, coupled fluorescence intensity; higher % means a stronger effect;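 note: plate controls were DMSO vehicle for no effect and wells lacking substrate for full effect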
PMI inhibition: MPI inhibition at elevated mannose 6-phosphate – biochemical, fluorescence intensity, high mannose 6-phosphate, primary screen (AID 1220). recombinant PMI enzyme, coupled fluorescence intensity; higher % means a stronger effect. inhibition, % at 20 µM; hits with a dose series show IC50 in µM. actives 0.66% (n = 190,000)
bCat nuc transl: beta-catenin nuclear translocation modulation; actives 0.3% (n = 190,000); AID 1665; nuclear translocation activity, % at 5 µM; HeLa beta-catenin nuclear translocation, immunofluorescence imaging;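 active = nuclear translocation activity above 50% at 5 µM, with a well cell count of 50 or more; inconclusive = wells under 50 cells across six images, flagged as toxic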;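 note: per-cell ratio of nuclear to cytoplasmic median beta-catenin stain intensity; plate controls were DMSO negative control for no effect and GSK-3 inhibitor IX positive control for full effect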
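assay system = human HeLa cells, endogenous beta-catenin | times = compound treatment 24 h, 37°C, 5% CO2 | detection = Anti-beta-catenin immunofluorescence on PFA-fixed, Triton-permeabilized cells, DAPI nuclei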
Lipid droplet: hepatic lipid droplet formation modulation; inhibition, % at 6.5 µM; AID 1656; AML12 mouse hepatocytes, oleate lipid droplets, BODIPY imaging; actives 0.4% (n = 240,000);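 active = lipid droplet intensity inhibited by at least 50%, with more than 500 cells counted; inconclusive = wells with under 300 cells, treated as cytotoxic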
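Material – AML12 mouse liver cells · Also added – oleate loading, 100 µM · Compound dosing – 6.5 µM single-point dosing · Times – overnight treatment with compound plus oleate · Measured by – fluorescence imaging, 20x objective, two fields per well · Read-out – percent inhibition of filter-corrected integrated lipid droplet intensity per well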
T cell HTS: T cell immune modulators affecting CD8 T cell-vesicle binding; 2C CD8+ T cell-vesicle binding, flow cytometry; stronger effect = lower value; calls only at 7 µM; actives 0.068% (n = 330,000);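 active = response, share of CD8 T cells binding vesicles, and their 90th percentile fluorescence all below set limits, cut at about 80% in these data, passing the limit was not always enough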
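Incubation: binding step 1.5 h, 37 °C, antibody labelling 20 min, ice; system: murine 2C transgenic CD8+ T lymphocytes; technique: cytometric PE anti-B7-1 and Alexa647 anti-CD8 signals after 1% paraformaldehyde fixation; also added: QL9-charged Drosophila Ld/ICAM-1/B7-1 vesicles; control set: naked versus QL9-loaded vesicles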
MT stabilizer: microtubule stabilization, imaging screen; HeLa tubulin immunostaining HCS, 24 h; share of cells brighter than vehicle mean+2SD; % tubulin-high responders, % at 10 µM; actives 0.83% (n = 200,000);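 active = plate Z-score above 3 for both tubulin-high and condensed-nucleus cell shares, with cell loss under 80%, at 10 µM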;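 note: anti alpha tubulin signal scored within the nucleus-defined area of each cell; some results filed as inactive read as strong as hits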
Autophagy mod: alters autophagy in cells; MEF GFP-LC3 puncta imaging; test concentration mostly 10 µM; calls only at 10 µM (by protocol); actives 0.98% (n = 190,000); AID 463193;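 active = percentage of spot-positive cells more than 3 SD above its plate mean, without a fluorescence outlier flag or 80% toxicity; inconclusive = no clear call, values can overlap the other calls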;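 note: spot-positive cell cutoff set from DMSO-treated cells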
Ins promoter up cell count: also measured in Ins promoter up; calls as there; cell count; measured here: cytotoxicity, nuclei count;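 total cells summed across four imaged fields per well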
Lipid droplet cells 6.5 µM: recorded beside Lipid droplet, whose call it bears; cell count; measured here: cell count, cytotoxicity flag;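 cells counted across two imaged fields per well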
bCat nuc transl cell count 5 µM: further read-out of bCat nuc transl, marked with its call; cell count; measured here: cell count, cytotoxicity flag
T cell HTS vesicle-bound %: recorded beside T cell HTS, whose call it bears; double positive events, %; measured here: CD8+ vesicle-bound cell fraction;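 binding gate set so that unloaded-vesicle control wells show 10% double positive cells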
MT stabilizer Hoechst-high %: recorded beside MT stabilizer, whose call it bears; % Hoechst-high responders; measured here: nuclear condensation Hoechst responders;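 share of cells brighter than vehicle mean plus two SD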
MT stabilizer cytotoxicity %: recorded beside MT stabilizer, whose call it bears; toxicity, %; measured here: cytotoxicity by cell density;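 0% = mean cell density of plate MIN control wells and 100% = no cells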
Autophagy mod cell loss 18 h: further read-out of Autophagy mod, marked with its call; toxicity, %; measured here: cell loss, nuclei count;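 cell loss after 18 h compound exposure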
The depositor's hits bear a star; i = inactive; u = inconclusive; x = not tested or not shown. Cut-off read from the data, not from the text of the source, unless noted: active = inhibition above about 50%; inactive = the rest. Compounds as they come. Share with any hit: about 2.9%.

SMILES,Lipid droplet,Ins promoter up cell count,bCat nuc transl,MT stabilizer Hoechst-high %,T cell HTS vesicle-bound %,Autophagy mod cell loss 18 h,MT stabilizer,bCat nuc transl cell count 5 µM,Ins promoter up,PMI inhibition,MT stabilizer cytotoxicity %,PMI inhibitors,Lipid droplet cells 6.5 µM,Autophagy mod,T cell HTS,TNAP activators
N=c1sccn1CC(=O)Nc1cccc(S(N)(=O)=O)c1,0,980,-0.4,x,59,x,x,1279,1.2,x,x,x,727,x,i,x
Cc1nn(-c2ccc(F)cc2)c2sc(C(=O)N3CCCCCC3)cc12,-18,1359,x,2.9,28,11,2.0,x,-0.18,13%,13,17%,704,i,i,1.1
CCCn1c(SCC(=O)Nc2nc3c(s2)CCCC3)nc2c1c(=O)n(C)c(=O)n2C,x,1136,-1.5,2.4,43,9,3.1,852,0.63,-2%,8.4,0%,x,i,i,1.1
C#CCOC(=O)C[N+](C)(C)CC=C,-3,1423,3.5,x,43,x,x,963,0.19,x,x,x,757,x,i,x
O=C(c1cc2c(s1)CCCC2)N1CCN(S(=O)(=O)c2ccccc2C(F)(F)F)CC1,-26,1435,0.0,1.9,11,-12,2.3,1065,-0.4,6%,9.6,15%,636,i,i,1.1
O=C(CC12CC3CC(CC(C3)C1)C2)NCC(=O)N1CCc2ccccc2C1,-1,904*,-6.4,1.1,56,-6,1.8,971,3.3*,0%,8.4,5%,810,i,i,1
C=CCNc1scc(-c2ccccc2)[n+]1CC=C,5,1260,0.1,1.6,24,3,7.9,1073,-0.67,-7%,10,-18%,714,i,i,1.2
C/C(=N/N1CCN(c2ccccn2)CC1)c1ccc([N+](=O)[O-])cc1,x,1402,-1.9,3.2,32,45,2.4,755,0.14,-13%,12,-6%,x,i,i,1
c1ccc(-c2ncc3c(ccc4ccccc43)n2)cc1,-20,x,-1.0,1.9,32,31,3.5,852,x,0%,3.9,10%,561,i,i,1.3
COc1ccc(C(=O)N2CCC(n3c(C)nc4cc(F)ccc43)CC2)cc1OC,x,996,-1.9,3.1,6,-10,5.2,1189,1.2,-1%,7.2,-3%,x,i,i,1.1
COc1cc(/C=N/Nc2ccc(C(=O)O)cc2)cc(OC)c1OC,2,1092,0.0,x,31,x,x,1343,-0.9,x,x,x,739,x,i,x
CCn1cc(C(=O)Nc2ccc(-n3cnnn3)c(OC)c2)c(=O)c2ccc(C)nc21,x,1266,1.7,1.8,x,16,5.0,1146,-1.2,14%,3.4,17%,x,i,x,1.1
O=C(CNC(=O)c1cc2ccccc2o1)NCc1cccs1,-4,x,0.6,1.6,57,9,3.2,1130,x,0%,3.9,-2%,711,i,i,1.1
COc1ccc(NC(=O)Nc2ccc(C)cc2Br)c(OC)c1,-5,1631,-2.7,2.8,30,6,4.1,1071,0.43,-7%,7.8,-10%,686,i,i,1.1
O=C(CSc1nnc(-c2ccccc2)n1CC1CCCO1)N1CCCC1 (stereo not given),-15,x,0.6,1.3,40,-1,1.6,1540,x,x,4.4,x,740,i,i,1.1
C=CCn1c(N)cc(=O)nc1SCC(=O)Nc1ccccc1,x,x,-2.8,2.9,3,-7,4.1,1028,x,-1%,5.5,-2%,x,i,i,1.1
COCC1CCN(Cc2nc(Cc3ccccc3Cl)no2)CC1,-4,1311,-1.5,1.8,58,16,3.2,1216,0.24,-8%,3.1,0%,698,i,i,1.1
CS(=O)(=O)N(CCc1ccccc1)CC(=O)N1CCN(Cc2ccc3c(c2)OCO3)CC1,-42,1597,-0.8,1.7,17,-3,3.7,1029,-0.84,2%,4.8,2%,588,i,i,1.1
Cc1nn(C)cc1NC(=O)c1ccc(Br)o1,19,x,0.5,1.4,16,2,4.9,866,x,0%,7.2,11%,611,i,i,1.1
COCCNS(=O)(=O)c1ccc(-c2ccc(C)cc2)cc1,5,815,-0.7,1.0,48,3,1.3,1113,0.09,1%,7.3,6%,759,i,i,1.1
Cc1ccc(C(O)c2nc3ccccc3n2C(C)C)cc1 (stereo not given),-17,1254,-1.1,2.2,53,-7,1.2,998,0.15,13%,9.2,16%,764,i,i,1.1
O=C(NCc1cccnc1)c1noc2c1CCCCC2,-13,1270,-2.7,2.5,14,-17,4.2,1211,-0.87,2%,8.2,-1%,780,i,i,1.1
Cc1ccc(C(=O)N(NC2=NS(=O)(=O)c3ccccc32)S(=O)(=O)c2ccc(C)cc2)cc1,x,1577,-1.5,1.6,36,0,2.6,1237,-0.13,0%,12,0%,x,i,i,1
COc1ccc(OCC(O)CN(CCO)CC(O)Cn2ccc3ccccc32)cc1 (stereo not given),-7,1292,-0.8,2.9,34,-6,3.6,993,-0.13,11%,5.7,19%,564,i,i,1.1
CCN(C(=O)CSc1nc2nc(C)cc(C)n2n1)C1CCS(=O)(=O)C1 (stereo not given),-2,1243,0.8,1.6,31,-7,1.8,1116,0.47,10%,2.8,-6%,694,i,i,1.1

Brought forward from above: 2 compounds, followed by the next part.
SMILES,Lipid droplet,Ins promoter up cell count,bCat nuc transl,MT stabilizer Hoechst-high %,T cell HTS vesicle-bound %,Autophagy mod cell loss 18 h,MT stabilizer,bCat nuc transl cell count 5 µM,Ins promoter up,PMI inhibition,MT stabilizer cytotoxicity %,PMI inhibitors,Lipid droplet cells 6.5 µM,Autophagy mod,T cell HTS,TNAP activators
COc1ccc(OCC(O)CN(CCO)CC(O)Cn2ccc3ccccc32)cc1 (stereo not given),-7,1292,-0.8,2.9,34,-6,3.6,993,-0.13,11%,5.7,19%,564,i,i,1.1
CCN(C(=O)CSc1nc2nc(C)cc(C)n2n1)C1CCS(=O)(=O)C1 (stereo not given),-2,1243,0.8,1.6,31,-7,1.8,1116,0.47,10%,2.8,-6%,694,i,i,1.1
COc1ccc(OC)c(CN(CCN2CCOCC2)S(=O)(=O)c2ccc(NC(C)=O)cc2)c1,-18,993,-0.6,x,15,x,x,1291,-0.79,x,x,x,654,x,i,x
Cc1ccccc1C(=O)NC(=S)Nc1sc2c(c1C#N)CCCC2,-17,1983,0.5,1.5,24,16,3.2,1063,0.18,16%,11,14%,484,i,i,0.9
COc1ccc(N2C(=O)C3ON(C4SC(=S)N(C)C4(C)C)C(c4ccc([N+](=O)[O-])cc4)C3C2=O)cc1 (stereo not given),9,1816,0.7,2.1,22,-26,3.6,1070,0.32,16%,7.0,16%,669,i,i,1.1
Cc1ccc2c(c1)N/C(=C(\C=C(/Cl)[N+](=O)[O-])[N+](=O)[O-])N2,0,1105,-4.3,1.4,57,-13,2.1,1130,0.22,14%,6.4,-8%,701,i,i,1.1
CCOc1ccc(S(=O)(=O)NNC(=O)c2cc3ccccc3o2)cc1,-14,1442,2.5,2.2,59,-13,6.9,842,-0.13,2%,10,8%,412,i,i,0.9
Cc1cc2ncn(S(=O)(=O)N(C)C)c2cc1C,x,1551,1.4,2.9,54,5,3.1,1319,-0.44,5%,3.7,3%,x,i,i,1.1
CCc1ccc(-c2csc3ncn(Cc4ccc(C(=O)O)cc4)c(=O)c23)cc1,-14,1525,-4.0,2.5,68,26,2.7,1149,-0.48,8%,1.0,1%,646,i,i,1.1
CCOc1ccc(NC(=O)CC2C(=O)N(CC)C(=S)N2CCNC(C)=O)cc1 (stereo not given),22,1396,-2.5,2.2,40,1,3.1,572,1.5,3%,7.8,-1%,747,i,i,1.1
CC(C)C(=O)N1CCC(CN=CC2=C(O)CC(C)(C)CC2=O)CC1,-4,1269,-0.8,1.6,16,-6,5.1,1173,0.06,-9%,6.7,-10%,753,i,i,1
Cc1c(Cc2ccccc2)c(=O)oc2cc(O)cc(O)c12,18,x,0.7,1.3,41,-4,1.4,1520,x,58%*,6.7,27%,581,i,i,1.1
CC(=O)c1ccc(NC(=O)N2CCN(c3ccc(C)cc3)C(C)C2)cc1 (stereo not given),-5,1528,-0.4,3.3,59,18,2.5,985,-0.42,-3%,6.8,2%,712,i,i,1.1
Cn1c(=O)[nH]c(=O)c2c1nc(N1CCCCCC1)n2Cc1cccc2ccccc12,x,1330,-7.5,1.9,57,-4,2.1,958,0.89,1%,8.3,-12%,x,i,i,0.9
Cn1c(CN2CCOCC2)nc2cc(NC(=O)c3ccc(F)cc3)ccc21,-12,1284,-1.3,1.4,21,1,2.1,1186,-0.17,7%,4.9,18%,737,i,i,1.1
Cc1cc(-c2ccco2)n(CC(=O)O)n1,-6,1036,-1.4,1.4,40,8,1.8,1131,0.77,-3%,7.8,6%,793,i,i,1
Cc1ccc(C(=O)Nc2ccc(O)cc2C(=O)O)cc1C,16,x,x,1.7,14,4,1.5,x,x,1%,6.4,-3%,788,i,i,1.1
COc1cc2c(cc1NC(=O)COC(=O)/C=C/c1ccccc1)oc1ccccc12,u,1532,-0.3,2.6,10,10,2.9,1187,-0.07,4%,9.2,5%,x,i,i,1.1
CCn1nc(NC(=O)c2ccncc2)c2cc3cccc(C)c3nc21,x,1130,-0.6,4.6,22,13,4.8,1168,1.1,-1%,1.6,0%,x,i,i,1.1
Cc1cc(/C=C(/C#N)c2cccc(F)c2)c(C)n1-c1cccnc1,-5,1232,1.0,3.3,42,-2,1.9,1042,-0.33,13%,9.0,15%,623,i,i,1.1
CN(C)S(=O)(=O)c1cccc(NC(=S)NCc2ccco2)c1,-22,1314,-1.8,2.1,26,-4,2.5,1074,0,-2%,5.4,-9%,647,i,i,1
Cc1ccc(S(=O)(=O)N2CCCN(S(=O)(=O)c3ccc4ccccc4c3)CC2)cc1,-14,713,-2.9,2.1,x,11,3.2,1192,-1.4,-4%,2.8,0%,693,i,x,1.1
